CRFR2-BP antag: blocks CRF-induced signaling of the CRF-BP/CRF-R2 complex; 0.59% of 350,000 active; HEK293 CRF-R2/CRF-BP, CRF-induced calcium fluorescence; inhibition, % at 11.8 µM;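 active = inhibition of the ligand-induced calcium signal above about 50% at the single tested concentration, limit read from the data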
HCV NS3 hel inh: inhibitors of Hepatitis C virus NS3 helicase; NS3 helicase DNA unwinding, Cy5 molecular beacon fluorescence; inhibition, % at 10.9 µM; 0.56% of 290,000 active;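 active = inhibition above the mean of all tested compounds plus 3 SD, set per campaign, cut at about 35% in these data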;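 note: 0% = DMSO wells and 100% = thioflavine S control wells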
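Test system: hepatitis C virus NS3 helicase domain fragment enzyme. Also added: annealed dual-labelled DNA beacon duplex, ATP-started. Timing: 60 min unwinding reaction at 25 °C after ATP addition. Technique: Cy5 fluorescence. Measure: % inhibition of unwinding.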
p-CIP stab down: p/CIP protein destabilization | Q05BA5 | decrease of EGFP signal, % at 10 µM | F442A p/CIP-EGFP cells, EGFP fluorescence, 16 h | 0.01% of 290,000 active;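 active = EGFP signal decrease of at least 30% at 10 µM or well 3 SD below plate mean, unless failing retest; inactive = the rest, including hits failing retest or dose response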; note: some compounds called inactive have numbers as strong as hits; many of its hits are not listed in these tables
IMP-1 inh: inhibitors of Pseudomonas aeruginosa IMP-1 metallo-beta-lactamase; purified IMP-1, nitrocefin hydrolysis, epi-absorbance fluorescence; inhibition, % at 5.6 µM; 0.45% of 290,000 active; AID 1556;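 active = inhibition above the mean plus 3 SD of all compounds in the same screening run, cut at about 4.5% in these data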;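 note: 0% = IMP-1 with DMSO and 100% = DMSO wells lacking enzyme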
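system = purified recombinant IMP-1 beta-lactamase | amount = 0.2 nM IMP-1, as dispensed | medium = HEPES buffer pH 7.1 with ZnSO4 and Brij 35 | times = 25 °C, 15 min preincubation, 25 min reaction | detection = plate fluorescence quenching by hydrolysis product, ex 480/em 530 nm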
VIM-2 inhibitor: inhibitors of Pseudomonas aeruginosa VIM-2 metallo-beta-lactamase; purified VIM-2, nitrocefin hydrolysis, epi-absorbance fluorescence; 0.89% of 290,000 active; inhibition, % at 5.6 µM;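 active = inhibition above the mean of all tested compounds plus 3 SD, cutoff set per screening run, cut at about 7.5% in these data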;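 note: red hydrolysis product quenches plate fluorescence so inhibitors raise well fluorescence; 0% = enzyme with DMSO and 100% = DMSO without enzyme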
IDE inh: inhibitors of human insulin-degrading enzyme in cells; P14735; HEK cells, FAbetaB cleavage, fluorescence polarization; inhibition, % at 5.59 µM; 0.41% of 320,000 active;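 active = percent inhibition above the average of all tested compounds plus 3 SD, set per screening campaign, cut at about 16% in these data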;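 note: IDE supplied by intact live HEK cells; FP after avidin binding of uncleaved biotin substrate so inhibition keeps polarization high; 0% = DMSO wells and 100% = 60 µM reference IDE inhibitor Ii1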
UBC9 SUMO inh: inhibitors of human SUMOylation (UBC9) | P63279 | HTRF SUMOylation assay, SAE1/SAE2 + UBC9, in vitro | inhibition, % at 35 µM | 0.36% of 290,000 active; in the data active = inhibition above about 50%, passing the limit was not always enough; note: strong numbers were not always called active
Target sequence (P63279 whole entry, looked up): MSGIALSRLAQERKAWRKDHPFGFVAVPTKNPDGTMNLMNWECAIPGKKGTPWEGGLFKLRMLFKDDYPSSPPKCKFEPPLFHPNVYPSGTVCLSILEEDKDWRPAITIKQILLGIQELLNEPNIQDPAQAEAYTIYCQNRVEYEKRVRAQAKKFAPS
IDE cell activ: IDE (human) activation, cell-based | P14735 | HEK cells, FAbeta-B cleavage, fluorescence polarization; 0% vehicle, 100% cell-free pure enzyme wells | activation, % at 5.96 µM | 0.073% of 340,000 active | AID 493087;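 active = activation above the mean of all tested compounds plus 3 SD, set per screening campaign, cut at about 17% in these data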
GalR3 antagonist: antagonists of human GalR3; HEK293 GalR3-CNG cAMP membrane potential fluorescence; galR3 body fused to GalR1 C-terminus; O60755; inhibition, % at 3 µM; 0.44% of 360,000 active; AID 651719;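 active = inhibition above the screen-wide average plus 3 SD, cut at about 13% in these data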;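 note: forskolin and galanin both at EC90 stimulate the cells; cAMP rise reported by CNG channel membrane potential dye signal; 0% = forskolin plus galanin with DMSO and 100% = forskolin alone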
Target sequence (O60755 1-299 limits assumed): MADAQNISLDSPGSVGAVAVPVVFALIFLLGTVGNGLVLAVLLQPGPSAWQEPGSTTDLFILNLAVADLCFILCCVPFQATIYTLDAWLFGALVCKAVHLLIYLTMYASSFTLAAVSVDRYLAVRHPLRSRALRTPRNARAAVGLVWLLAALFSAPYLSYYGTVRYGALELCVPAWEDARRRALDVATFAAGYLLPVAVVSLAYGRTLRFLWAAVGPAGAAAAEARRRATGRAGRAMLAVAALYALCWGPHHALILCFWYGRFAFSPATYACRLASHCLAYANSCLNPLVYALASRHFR
* = called active by the depositor; nt = no result given. Random draw from the library; about 3.2% have a hit in one of these screens.

A first look:
Below each compound – CRFR2-BP antag, HCV NS3 hel inh, p-CIP stab down, IMP-1 inh, VIM-2 inhibitor, IDE inh, UBC9 SUMO inh, IDE cell activ, GalR3 antagonist
1: CCC(NC(=O)NNC(N)=S)(C(F)(F)F)C(F)(F)F
 : -11, 2, -12, -3.8, -2.6, 7, 3, 1, -1
2: O=C(NCc1ccccc1)C1=C[C@@H](c2ccc3c(c2)OCO3)C[C@@H](OCCCCO)O1
 : -2, nt, nt, nt, nt, 1, nt, 4, -3

The listing (from the top)
Below each compound – CRFR2-BP antag, HCV NS3 hel inh, p-CIP stab down, IMP-1 inh, VIM-2 inhibitor, IDE inh, UBC9 SUMO inh, IDE cell activ, GalR3 antagonist
1: CCC(NC(=O)NNC(N)=S)(C(F)(F)F)C(F)(F)F
 : -11, 2, -12, -3.8, -2.6, 7, 3, 1, -1
2: O=C(NCc1ccccc1)C1=C[C@@H](c2ccc3c(c2)OCO3)C[C@@H](OCCCCO)O1
 : -2, nt, nt, nt, nt, 1, nt, 4, -3
3: COC(=O)c1[nH]c2ccccc2c1NC(=O)c1ccccc1F
 : 27, 6, -5, -2.8, -3.1, 12, 12, nt, -5
4: Cc1cccc(/C=N/NC(=O)NC23CC4CC(CC(C4)C2)C3)n1
 : 0, 5, -4, -3.5, -2.7, 0, -5, nt, -7
5: CCOc1ccc(N(CC(=O)NC2CCC(C)CC2)S(=O)(=O)c2c(C)noc2C)cc1 (centres undefined)
 : 62*, 2, -4, -2.9, -2.3, 9, -4, 7, 0
6: COc1cc(CN2CCN(Cc3ccc(SC)cc3)CC2)cc(OC)c1O
 : 14, -8, -6, -1.2, -3.1, 3, 18, 1, -3
7: Cc1[nH]nc(N)c1N=Nc1ccc(Br)cc1
 : nt, -16, -12, -1.2, -0.6, -6, 6, nt, -3
8: COc1cc(/C=N/NS(=O)(=O)c2ccc3ccccc3c2)ccc1OCc1ccc(C(=O)O)cc1
 : 22, 17, 11, -1.8, -1.5, 4, 7, 5, -2
9: O=C(Nc1ccccc1)c1[nH]ncc1[N+](=O)[O-]
 : 14, -10, -5, -1.3, -3.0, 0, 16, 5, -3
10: Cc1ccc(S(=O)(=O)NCCc2c[nH]c3ccccc23)cc1
 : -10, -1, -5, 1.0, 1.8, 2, -7, 2, -10
11: COc1ccccc1CNC(=O)COC(=O)c1c(C)nn(-c2ccccc2)c1Cl
 : 5, 8, 3, -0.4, -2.0, 2, 9, 0, -1
12: CN1C(=O)N(C)C2(c3ccccc3)Nn3c(s/c(=C/c4ccccc4F)c3=O)=NC12c1ccccc1 (centres undefined)
 : nt, -8, 3, -1.5, -2.7, -4, -3, nt, nt
13: CC(=O)c1cccc(NC(=O)C(C)OC(=O)CCc2nc3ccccc3c(=O)[nH]2)c1 (centres undefined)
 : -5, nt, nt, nt, nt, -4, nt, -3, -5
14: O=C(COC(=O)c1cc(Br)ccc1Cl)NC(=O)NCc1ccccc1
 : -2, -10, -14, -2.5, -3.0, 6, 5, 1, -3
15: Cc1ccc(S(=O)(=O)N/N=C2/CC(=O)CC(C)(C)C2)cc1[N+](=O)[O-]
 : 4, -7, 1, -1.5, -0.7, 1, 29, 3, -6
16: Cc1c(C(=O)N2CCCCC2)c(S(=O)(=O)NCc2ccccc2Cl)c(C)n1C
 : -10, 1, 6, -1.9, -2.6, -2, 17, 1, -9
17: COCCCNC(=O)CSc1nc2ccccc2c(=O)n1CCCN1CCCCC1
 : 10, 2, 3, -1.8, -1.8, -1, 7, -5, -8
18: CC(=O)c1ccc(S(=O)(=O)Nc2cccc(-c3cn4c(n3)SCC4)c2)cc1
 : -1, 9, 7, -0.5, 2.7, -3, -1, -1, -2
19: O=C(c1ncn[nH]1)N1CCN(c2nc(-c3ccccc3)cs2)CC1
 : 11, 3, 7, -0.5, -3.0, 12, -2, -2, -4
20: CC(=O)Nc1cccc(C(=O)NC2CCCc3c2cnn3-c2ccc(C(C)(C)C)cc2)c1 (centres undefined)
 : -15, -5, -1, -0.8, -2.1, 0, -19, -3, -7
21: CC(C)c1ccc(OCC(=O)NC2=NCCS2)cc1
 : 1, 15, -11, -0.8, -2.4, 9, 24, 4, 8
22: COc1ccc(CNC(=O)Nc2cc(C)cc(C)c2)cc1
 : 3, 5, 6, -0.9, -1.4, 1, 23, 4, -5
23: Cc1cc(Br)ccc1OCCOCCN1CCCC1
 : -4, -6, -1, 0.8, -1.3, 1, 3, 7, -13
24: O=C(Nc1ccc(Br)cc1)c1cnccn1
 : 1, 7, -7, -2.6, 0.2, 3, 22, 1, -6
25: COC(=O)c1csc2c(C(F)(F)F)cc(N3CCN(C(=O)Nc4ccccc4)CC3)nc12
 : -11, 5, -12, -2.1, 0.5, 8, 23, -6, 0
26: Cc1ccc(C(C)C)cc1OCC(=O)Nc1nnc(C2CC2)s1
 : -15, nt, nt, nt, nt, 1, nt, 2, -5
27: O=S(=O)(c1ccc(Br)cc1)c1nc(-c2ccccc2)oc1NCc1cccnc1
 : 15, -3, -16, -3.9, -3.7, 4, 5, 2, -4
28: COC(=O)C1(O)CC(CC(C)C)=NN1C(=O)c1ccccc1 (centres undefined)
 : 11, 10, 3, -0.8, -5.2, 5, 0, 3, -3
29: O=C(NCC1CCCO1)NC1(C(F)(F)F)Oc2ccccc2O1 (centres undefined)
 : -2, 3, 4, -2.8, -2.1, 0, 18, 5, -2
30: CSc1ccc(CN(C)C(=O)c2cc(Cl)c3c(c2)OCCO3)cc1
 : -7, -1, -2, -4.9, -1.9, 5, -4, 4, -10
31: CCN1C(=O)N(C)[C@@H](c2ccccc2)C(C(C)=O)=C1C
 : 3, nt, nt, nt, nt, -2, nt, 0, -5
32: COc1ccccc1CNS(=O)(=O)c1ccc2c(c1)CC(C)N2C(=O)C1CCC1 (centres undefined)
 : 19, 0, -6, -5.8, -2.3, 11, -5, 6, 3
33: Nc1nc2ccccc2cc1-c1cccs1
 : -25, -9, -3, 0.1, -2.5, -6, 13, 7, -7
34: C=CCN(c1ccccc1Cl)S(=O)(=O)c1cccc(C(=O)OCC(=O)N(C)C2CCS(=O)(=O)C2)c1 (centres undefined)
 : 16, -5, -4, -3.1, -1.5, 0, -2, 11, -5
35: Cc1ccc[n+](C(C)C(=O)Nc2ccc([N+](=O)[O-])cc2C)c1 (centres undefined)
 : -4, -7, -7, -1.5, -1.5, 3, -2, 2, 5
36: COc1cc(/C=C/C(=O)OCC(=O)N(C)Cc2ccccc2)cc(OC)c1OC
 : -4, nt, nt, nt, nt, 1, nt, 1, -2
37: O=C(COC(=O)Cc1ccsc1)NC(c1ccccc1)c1ccccc1
 : 13, -2, -2, -3.8, 0.9, 3, -18, 2, -4
38: CC(C)Oc1ccc(S(=O)(=O)N2CCOCC2)cc1NC(=O)C1=COCCO1
 : 15, nt, nt, nt, nt, -2, nt, 3, 0
39: CCOC(=O)C1=C(COC(=O)c2ccccc2[N+](=O)[O-])NC(=O)NC1C (centres undefined)
 : -4, nt, nt, nt, nt, 5, nt, -2, -3
40: CCOc1ccc(S(=O)(=O)N2CCCCC2)cc1NC(=O)C1CCC1
 : 16, nt, nt, nt, nt, 6, nt, 5, -6
41: Cc1cc(O)c(C(C[N+](=O)[O-])c2ccc(Cl)cc2)c(=O)o1 (centres undefined)
 : 3, 5, -15, -4.4, -2.8, 0, 18, 0, 1
42: CCCN(CCC)CCCNC(=O)CCNS(=O)(=O)c1ccc(Br)cc1
 : 34, -7, 0, -2.4, -2.6, 3, 5, 0, -1
43: Cn1c(=NC(=O)c2ccco2)sc2cccc(F)c21
 : -19, 5, -12, -2.8, -1.9, 3, 3, 3, nt
44: CCC1=NN(C(=O)COc2ccccc2)C(O)(c2ccc(Br)cc2)C1 (centres undefined)
 : -16, 7, 1, -3.5, -3.8, 4, -3, 5, -5
45: COc1cc([N+](=O)[O-])ccc1NC(=O)Cc1ccc(C)cc1
 : 12, -4, 4, -1.6, -1.1, 4, -11, -1, -5
46: CN(Cc1ccccc1)C(=S)NC(=O)c1ccccc1
 : 19, -13, -1, -2.9, -4.0, 3, 14, 7, -4
47: COc1ccc(Cl)cc1/C=C1/C(=O)ON=C1C
 : -25, 7, -4, -0.9, 2.2, -1, 22, 0, -11
48: COc1ccc(N(CC(=O)N2CCN(Cc3ccccc3)CC2)S(C)(=O)=O)cc1Cl
 : 0, -19, 3, -0.1, -1.1, 3, 17, 6, -7
49: Cc1ccc(NC(=O)c2cncc(Br)c2)cc1S(=O)(=O)N(C)C
 : -21, 5, -20, -0.1, -1.0, 1, 0, -3, -4
50: C/C(=N\Nc1ccc(C(F)(F)F)cc1[N+](=O)[O-])C1CC1
 : -63, -13, 8, -3.2, -4.8, 8, -3, -2, -7
51: CC(=O)O[C@H]1C(=O)[C@@]2(C)C([C@H](OC(=O)c3ccccc3)[C@]3(O)C[C@H](OC(=O)[C@H](O)[C@@H](NC(=O)c4ccccc4)c4ccccc4)C(C)=C1C3(C)C)[C@]1(OC(C)=O)CO[C@@H]1C[C@H]2O (some centres undefined)
 : -13, -54, -9, -3.6, -4.4, 1, -5, 5, 0
52: CC1CCC/C(=N\NS(=O)(=O)c2ccccc2)C1 (centres undefined)
 : 7, 0, -18, -2.4, 0.7, -2, 17, 0, 10
53: Cc1ccn2c(=O)nc(SCC(=O)NCc3ccc(F)cc3)nc2c1
 : 23, nt, nt, nt, nt, 0, nt, 2, -2
54: Cc1ccc(C)n1Cc1ccc(C(=O)O)cc1
 : -25, 38*, -5, -6.5, -1.1, 5, 6, -4, nt
55: COc1ccc(-c2n[nH]c(=S)o2)c(OC)c1
 : 3, -6, 3, -6.0, -3.1, -2, 23, -2, 11
56: O=C(O)C1=C[C@H](c2ccc(F)cc2)C[C@H](OCc2ccc(CO)cc2)O1
 : 0, nt, 3, nt, nt, -1, 16, 3, -5
57: COc1ccc2c(=O)cc(-c3ccccc3)n(C)c2c1
 : 29, 16, 4, -2.1, -1.1, 5, 12, 7, 1
58: CCOC(=O)N1CCN(C(=O)C2CCN(Cc3ccc(O)c(OCC)c3)CC2)CC1
 : 10, -1, -2, -4.2, -4.4, 6, -1, 2, -6
59: Cc1ccccc1CN(C)C(C)C(=O)NCc1ccccc1 (centres undefined)
 : 15, -12, -5, -2.5, -2.2, nt, -2, 0, -11

Source: PubChem BioAssay (several laboratories)
